IL1B cytotox = cytotoxicity in IL-1B stimulated HUVEC, primary screen, cytotoxicity control for IL-1B NFkB translocation project, imaging, Hoechst nuclear count, IL-1B stimulus; HUVEC cell count loss; cell count reduction, % at 2 µM; 94,000 compounds, 0.41% hits; AID 845, 2007;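 active means cell count reduction more than 3 SD above the screen-wide mean, cut at about 70% in these data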;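 further: normalized per plate to untreated control cells as the no-loss baseline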
F-actin modifier = modifiers of F-actin cytoskeleton organization, primary screen, imaging, HUVEC, phalloidin staining, high-content imaging | HUVEC TNFa F-actin phalloidin imaging | inhibition, % at 2 µM | 91,000 compounds, 0.18% hits | AID 836, 2007;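 active means inhibition above the batch mean plus 3 SD and confirmed as a hit by visual image inspection, cut at about 30% in these data, passing the limit was not always enough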; further: strong numbers were not always called active
Pyk2 oligo antag = antagonists of Pyk2 self-association, primary screen, Q293 cells, FERM NanoBiT luminescence, HTS. 99,000 compounds, 0.83% hits. z-score (the deposit names both 25 µM and 10 µM). AID 1347419, 2020. stronger effect = lower value;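 active means Z-score of -3 or lower, scaled per plate to the spread of control and sample wells; inactive means z-score above -3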;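 further: negative z-score means lost luminescence so less FERM oligomerization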
Target sequence (Q14289 whole entry, looked up): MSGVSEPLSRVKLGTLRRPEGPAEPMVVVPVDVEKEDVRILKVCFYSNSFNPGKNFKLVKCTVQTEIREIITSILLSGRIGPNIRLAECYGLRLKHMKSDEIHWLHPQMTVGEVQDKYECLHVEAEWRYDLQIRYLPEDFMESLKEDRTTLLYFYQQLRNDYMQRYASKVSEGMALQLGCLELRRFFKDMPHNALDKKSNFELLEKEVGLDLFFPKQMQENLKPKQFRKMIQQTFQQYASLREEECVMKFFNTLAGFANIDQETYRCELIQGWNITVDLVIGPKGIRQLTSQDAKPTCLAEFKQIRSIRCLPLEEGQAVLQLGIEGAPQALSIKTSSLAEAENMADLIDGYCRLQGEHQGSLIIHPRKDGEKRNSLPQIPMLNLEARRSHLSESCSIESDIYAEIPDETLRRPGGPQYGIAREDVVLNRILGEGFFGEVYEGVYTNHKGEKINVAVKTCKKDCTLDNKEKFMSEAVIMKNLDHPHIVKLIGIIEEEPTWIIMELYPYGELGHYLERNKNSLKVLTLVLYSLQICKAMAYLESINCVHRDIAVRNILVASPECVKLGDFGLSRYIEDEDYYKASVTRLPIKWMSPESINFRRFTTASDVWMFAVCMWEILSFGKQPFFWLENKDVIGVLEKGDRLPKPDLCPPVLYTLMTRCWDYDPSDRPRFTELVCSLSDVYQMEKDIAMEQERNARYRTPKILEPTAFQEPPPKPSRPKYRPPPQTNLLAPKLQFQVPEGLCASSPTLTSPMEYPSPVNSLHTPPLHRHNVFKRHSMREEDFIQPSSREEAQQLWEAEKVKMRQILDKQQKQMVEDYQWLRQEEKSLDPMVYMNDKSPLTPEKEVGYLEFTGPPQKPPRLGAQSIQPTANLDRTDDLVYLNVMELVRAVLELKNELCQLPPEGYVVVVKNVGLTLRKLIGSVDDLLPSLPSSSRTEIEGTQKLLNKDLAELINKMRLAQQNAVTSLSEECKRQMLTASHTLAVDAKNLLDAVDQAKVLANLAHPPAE
VCAM1 TNFa inh = inhibitors of TNFa-induced VCAM1 expression, primary screen, imaging, HUVEC, TNFa stimulus, immunofluorescence. HUVEC TNFa-induced VCAM-1 immunofluorescence, high-content imaging. inhibition, % at 2 µM. 95,000 compounds, 0.48% hits;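 active means inhibition above the batch mean plus 3 SD, with images confirmed as a hit by eye, cut at about 37% in these data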;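 further: 0% = TNF-stimulated DMSO wells and 100% = unstimulated control wells; not every result past the cut was called active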
HUVEC prolif 384 = inhibitors of HUVEC proliferation, primary screen, cell-based, 384-well | viability, % at 10 µM (by protocol) | 86,000 compounds, 1.1% hits | AID 648, 2007 | CellTiter-Glo luminescence, 72 h; stronger effect = lower value;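 active means viability at or below 30%; inactive means viability above 30%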;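 further: 100% = median luminescence of DMSO-only cell control wells on each plate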
Smad3 FoxH1 inh = Smad3/FoxH1 peptide binding inhibitors, primary screen, biochemical, TR-FRET | Mothers against decapentaplegic homolog 3 (Homo sapiens), P84022 | TR-FRET Smad3/Dy647-FoxH1 peptide binding, europium anti-His | inhibition, % at 25 µM | 88,000 compounds, 0.29% hits;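 active means compounds that reduce the energy-transfer binding signal between the protein and its labelled peptide by more than half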;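 further: 0% = Smad3 plus labelled peptide maximal FRET and 100% = peptide-only background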
Lung fibro prol = antiproliferative effect on LL 47 fibroblasts – human, LL 47 cells, CellTiter-Glo luminescence, primary screen | LL 47 human lung fibroblast viability, ATP luminescence; stronger effect = lower value | viability, % at 10 µM | 85,000 compounds, 1.1% hits;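 active means viability at or below 50% in the single dose screen; inactive means viability above 50%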;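 further: compound exposure lasted 72 h before the ATP readout; 100% = median luminescence of untreated cell-only wells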
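Test system: LL 47 human lung fibroblasts / Quantity: 1,150 cells in each well / Medium: IMEM growth medium with 15% fetal bovine serum / Incubation: 72 h compound exposure at 37 °C after overnight plating / Detection: CellTiter-Glo luminescence measuring cellular ATP / Read-out: % viability versus median cells-only luminescence / Benchmarks: cell-only wells, no compound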
H69AR inhibit = proliferation blockers of H69AR lung cancer cells, primary screen, cell-based, human, 86K library. viability, % at 10 µM. 85,000 compounds, 6% hits. H69AR lung tumor viability, ATP luminescence, 72 h; stronger effect = lower value;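 active means viability at or below 40%; inactive means viability above 40%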;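 further: multidrug resistant small cell line overexpressing MRP-1 efflux transporter; 100% = mean luminescence of untreated control wells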
TNFa cytotox = cytotoxicity in TNFa-stimulated HUVEC, primary screen, cytotoxicity control for VCAM1 expression modulator project, imaging, Hoechst nuclei count. HUVEC TNFalpha-stimulated, Hoechst cell count. cell count reduction, % at 2 µM. 93,000 compounds, 0.17% hits. AID 848, 2007;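 active means cell count reduction exceeding the screen mean by over 5 SD, scaled to untreated wells per plate, cut at about 78% in these data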;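 further: cells counted after 24 h of TNF alpha exposure following the 1 h pretreatment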
An asterisk follows results filed as active; nt = not tested or not shown; [ ] = another dose, or the depositor's remark.

SMILES | IL1B cytotox | F-actin modifier | Pyk2 oligo antag | VCAM1 TNFa inh | HUVEC prolif 384 | Smad3 FoxH1 inh | Lung fibro prol | H69AR inhibit | TNFa cytotox
CCn1c2ccccc2c2cc(NC(=O)CSc3nnc(C4CC4)n3Cc3ccco3)ccc21 | -1 | -6 | 0.01 | 19 | 79 | 5 | 110 | 85 | 4
Nc1nonc1C(=O)NC(c1ccccc1)c1ccccc1 | 8 | -16 | -0.21 | 3 | 84 | -3 | 95 | 98 | -29
COc1ccc(-c2nnc3ccc(SCC(=O)N4CCOCC4)nn23)cc1 | nt | nt | nt | nt | 102 | -6 | 99 | 90 | nt
COc1cc2cc(CN(CCCO)S(=O)(=O)c3ccccc3)c(=O)[nH]c2cc1OC | nt | nt | -0.39 | nt | 91 | 10 | 88 | 95 | nt
O=C(Nc1ccncc1)C1COc2ccccc2O1 (stereo not drawn) | -4 | 8 | 0.53 | 5 | 103 | 10 | 102 | 97 | -11
O=C(CN(c1ccccc1)S(=O)(=O)c1ccc(Cl)cc1)Nc1ccccc1C(=O)N1CCCC1 | 0 | nt | -1.4 | 17 | 97 | 1 | 79 | 84 | -1
COc1ccc(S(=O)(=O)Cc2ccc(C(=O)N3CCN(c4ccc(Cl)cc4)CC3)o2)cc1 | 4 | 13 | nt | 6 | 64 | 7 | 88 | 49 | -13
Cc1ccc(C)c(C(=O)CN2C(=O)CCC2=O)c1 | 16 | 2 | -0.19 | 5 | 90 | -7 | 97 | 93 | -5
Cc1cc2c(c(=O)n1Cc1ccccn1)C(C(C)C)C(C#N)=C(N)O2 (stereo not drawn) | -19 | -5 | 0.38 | -14 | 101 | 2 | 91 | 81 | -30
CN(CCOc1ccc(-c2ccn(S(=O)(=O)c3c(Cl)cccc3Cl)n2)cc1)c1ccccn1 | -24 | -20 | 0.05 | 14 | nt | nt | nt | nt | -2
Cc1ccc(CNC(=O)c2ccc(NC(=O)CCS(=O)(=O)c3cccs3)cc2)cc1 | -5 | nt | 0.31 | -4 | 80 | 8 | 101 | 90 | -20
CCOC(=O)CNC(=O)C1(c2ccccc2)CCCC1 | -188 | 19 | 0.29 | -8 | 97 | -2 | 100 | 91 | -36
CC(C)CNc1oc(-c2ccc(F)cc2)nc1C#N | -14 | -5 | nt | 11 | 110 | -11 | 100 | 93 | -24
Cc1ccc(CN(C(=O)c2cc(=O)c3cc(Cl)c(C)cc3o2)C2CCS(=O)(=O)C2)cc1 (stereo not drawn) | -14 | -2 | 0.29 | 18 | 78 | -3 | 82 | 26* | 20
CN(C)c1nc(Oc2ccc(N)cc2)nc(N(C)C)n1 | 1 | 5 | 0.2 | -5 | 96 | -14 | 111 | 105 | -3
COc1ccc(NC2=NCC(=O)N2c2ccccc2F)c(OC)c1 | 2 | 15 | 0.24 | -14 | 97 | 10 | 99 | 92 | -31
Cn1c(SCC(=O)N2CCc3ccccc3C2)nnc1-c1cccs1 | -122 | 3 | -0.98 | 7 | 106 | 10 | 97 | 93 | -5
O=S(=O)(c1ccc(F)cc1)N1CCCC(CO)C1 (stereo not drawn) | 15 | 10 | 0.23 | -2 | 103 | -1[fluorescence artefact?] | 101 | 106 | -23
CCn1nc(C(=O)OCC(=O)c2ccc3c(c2)OCCO3)c2ccccc2c1=O | 22 | 3 | -0.02 | 36 | 95 | -4 | 91 | 96 | -13
CC(=O)CC(C)=NCCN=C(C)CC(C)=O | 11 | 5 | 0.01 | -7 | 98 | 3 | 104 | 92 | -7
CCCC(=O)Nc1ccc2oc(-c3ccncc3)nc2c1 | -80 | 1 | -0.57 | 9 | 110 | -4 | 104 | 96 | 10
Cc1ccc(C2(C)NC(=O)N(CC(=O)NC(=O)NC3CCCC3)C2=O)cc1 (stereo not drawn) | 0 | 39 | nt | 12 | 83 | 6 | 97 | 99 | -10
CC(C)C(=O)OCCN=C1NS(=O)(=O)c2ccccc21 | nt | -1 | 0.51 | 4 | 91 | 10 | 93 | 91 | -6
O=C(NCc1ccccc1Cl)c1ccc2c(=O)n(CCCN3CCCC3=O)c(=S)[nH]c2c1 | -20 | 14 | -0.45 | 1 | 89 | 3 | 106 | 77 | -11
Cc1cc(OCC(O)CN(CCO)CCO)ccc1Cl (stereo not drawn) | -21 | -7 | 0.73 | -3 | nt | nt | nt | nt | -40
COc1ccc(OCC(=O)N2CCOCC2)cc1 | 2 | nt | -0.3 | -5 | 99 | 5 | 95 | 94 | 19
Cc1ccc(SCCC(=O)N2CCC(C)CC2)cc1 | 26 | 14 | -0.1 | 0 | 98 | 10 | 96 | 88 | 8
CCN(CC)CCCNC(=O)CC1Sc2ccccc2NC1=O (stereo not drawn) | -32 | 15 | 0.07 | -5 | nt | nt | nt | nt | -1
COc1ccc(Br)cc1CNCCSc1nnnn1C | -69 | 16 | 0.68 | 2 | 94 | -5 | 95 | 97 | 3
O=C(CS(=O)CC(=O)N(CC(=O)NC1CCCC1)c1ccc2c(c1)OCCO2)Nc1ccc(F)cc1 (stereo not drawn) | 11 | -7 | 0.4 | 2 | nt | nt | nt | nt | -18

Whole records as entered above. Order of screens: IL1B cytotox, F-actin modifier, Pyk2 oligo antag, VCAM1 TNFa inh, HUVEC prolif 384, Smad3 FoxH1 inh, Lung fibro prol, H69AR inhibit, TNFa cytotox
COc1ccc(OCC(=O)N2CCOCC2)cc1 across the screens: 2, nt, -0.3, -5, 99, 5, 95, 94, 19
CCCC(=O)Nc1ccc2oc(-c3ccncc3)nc2c1 across the screens: -80, 1, -0.57, 9, 110, -4, 104, 96, 10

(further entries)
SMILES | IL1B cytotox | F-actin modifier | Pyk2 oligo antag | VCAM1 TNFa inh | HUVEC prolif 384 | Smad3 FoxH1 inh | Lung fibro prol | H69AR inhibit | TNFa cytotox
N=c1c2c(n(Cc3ccccc3)c3c1CCC3)CCC2 | -25 | 10 | 0.82 | 12 | 95 | -5 | 83 | 89 | -18
Cc1cc(NC(=O)CS(=O)(=O)c2cn(Cc3ccccc3Cl)c3ccccc23)no1 | -8 | 14 | -2.5 | 9 | 105 | -6 | 94 | 88 | -8
C#CCN1C(=O)C(O)(CC(=O)c2cc(OC)ccc2OC)c2ccccc21 (stereo not drawn) | 23 | 14 | -1.1 | -6 | 80 | 10 | 98 | 18* | -25
Cc1ccc(-n2nnnc2-c2cnc3cc4c(cc3c2C)OCO4)cc1 | 12 | 5 | -0.79 | -22 | nt | nt | nt | nt | -7
CCOC(=O)c1c(CN(C)C)oc2cc(CN(C)C)c(O)c(CSc3ccccc3)c12 | -62 | -9 | 2.2 | 0 | 89 | 1 | 96 | 50 | -11
CC(=O)NCCc1ccc(S(=O)(=O)NCc2ccc3c(c2)OCO3)cc1 | -11 | -13 | 0.76 | 13 | 83 | -4 | 94 | 87 | -18
CCOC(=O)c1cc(C(=O)Nc2cccc(C)c2)nn1C | 6 | -27 | 0.39 | -2 | nt | nt | nt | nt | -12
CC(C)C1C(C#N)=C(N)SC(N)=C1C#N | -6 | 24 | 0.23 | -5 | 90 | -2 | 102 | 90 | -2
Cc1ccc(-c2nnc(SCC(=O)N3c4ccccc4NC(=O)C3(C)C)n2N)cc1 | 4 | 4 | 0.16 | 4 | 108 | 4 | 105 | 52 | -7
CCCCNC(=O)c1nn(-c2ccccc2OC)c(=O)c2ccccc12 | nt | nt | -0.11 | nt | 97 | -6 | 106 | 64 | nt
NC(=O)c1oc2ccccc2c1NC(=O)CCc1ccccc1 | nt | nt | nt | nt | 98 | 9 | 99 | 94 | nt
Nc1ccc(-n2nncc2-c2ccccc2)cc1 | -6 | 0 | 0.35 | -12 | 93 | 5 | 98 | 104 | nt
CCN(c1ccc(NC(=O)COC(=O)c2ccc3ccccc3n2)cc1)C(C)C | -5 | -3 | 0.24 | 19 | 82 | 12 | 91 | 85 | 3
CCn1c(SCC(=O)N2CCc3ccccc32)nnc1-c1ccco1 | -18 | 35 | -0.37 | 22 | nt | nt | nt | nt | 34
O=C(Oc1ccc(N2C(=O)CCC2=O)cc1)c1ccco1 | nt | nt | 0.95 | nt | 89 | -2 | 94 | 92 | nt
CCN(CC)c1ccc(/C=N/N2CCOCC2)cc1 | -3 | 23 | 0.2 | 0 | nt | nt | nt | nt | -15
CCOC(=O)NC(=O)/C(C#N)=N\Nc1ccc(Cl)cc1 | nt | -4 | 2.4 | -6 | 91 | -6 | 93 | 99 | 5
C#CC1CN(Cc2ccccc2)CC(C#C)N1C (stereo not drawn) | -13 | -8 | -0.04 | -36 | nt | nt | nt | nt | -18
COc1ccc(/C=N/NC(=O)C(Cc2c[nH]c3ccccc23)NC(=O)OCC(C)C)cc1[N+](=O)[O-] (stereo not drawn) | -18 | -36 | -0.4 | 4 | nt | nt | nt | nt | -1
Cc1occc1-c1nnc(SCC(=O)N2CCOCC2)o1 | 0 | -8 | 0.77 | 3 | 94 | 8 | 95 | 103 | -8
COc1cccc(C2CC(c3ccc(C(C)C)cc3)n3nc(N)nc3N2)c1 (stereo not drawn) | -41 | 1 | nt | 2 | 90 | 3 | 97 | 87 | -13
CCOC(=O)C1=C(C)N=C(SC)N(C)C1c1ccccc1 (stereo not drawn) | -6 | -2 | -0.25 | 0 | 90 | 2 | 96 | 75 | -7
CCOc1ccc(C2CC(=O)c3c([nH]c(C(=O)OC)c3C)C2)cc1OC (stereo not drawn) | -35 | 1 | 0.02 | 5 | 91 | -16 | 84 | 84 | 15

Entries from the list above containing a furan ring, fused or not, in the order listed:
SMILES | IL1B cytotox | F-actin modifier | Pyk2 oligo antag | VCAM1 TNFa inh | HUVEC prolif 384 | Smad3 FoxH1 inh | Lung fibro prol | H69AR inhibit | TNFa cytotox
CCn1c2ccccc2c2cc(NC(=O)CSc3nnc(C4CC4)n3Cc3ccco3)ccc21 | -1 | -6 | 0.01 | 19 | 79 | 5 | 110 | 85 | 4
COc1ccc(S(=O)(=O)Cc2ccc(C(=O)N3CCN(c4ccc(Cl)cc4)CC3)o2)cc1 | 4 | 13 | nt | 6 | 64 | 7 | 88 | 49 | -13
CCOC(=O)c1c(CN(C)C)oc2cc(CN(C)C)c(O)c(CSc3ccccc3)c12 | -62 | -9 | 2.2 | 0 | 89 | 1 | 96 | 50 | -11
NC(=O)c1oc2ccccc2c1NC(=O)CCc1ccccc1 | nt | nt | nt | nt | 98 | 9 | 99 | 94 | nt
CCn1c(SCC(=O)N2CCc3ccccc32)nnc1-c1ccco1 | -18 | 35 | -0.37 | 22 | nt | nt | nt | nt | 34
O=C(Oc1ccc(N2C(=O)CCC2=O)cc1)c1ccco1 | nt | nt | 0.95 | nt | 89 | -2 | 94 | 92 | nt
Cc1occc1-c1nnc(SCC(=O)N2CCOCC2)o1 | 0 | -8 | 0.77 | 3 | 94 | 8 | 95 | 103 | -8

Screens from PubChem.

Some of the compounds tested (hit frequency here may not be typical).
